GSIS activator = GLuc luminescence reporter in INS-1E cells, primary screen for activators of glucose-dependent secretion of insulin | INS-1E GLuc reporter insulin secretion, 2-3 h | activation, % at 16.6 µM | 370,000 tested, 0.61% active;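 active means lowest replicate activation of at least 40%, so every replicate reaches that level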;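 further: 0% = median of neutral control wells and 100% = median of IBMX positive control wells; some compounds called inactive have numbers as strong as hits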
ARNT TACC3 PPI = disruptors of human ARNT/TACC3 interaction | Q9Y6A5 | AlphaScreen His-ARNT PAS-B/GST-TACC3 binding, luminescence; TACC3 fragment carries E629A point mutation | inhibition, % at 9.99 µM | 390,000 tested, 0.66% active | AID 623870;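 active means mean inhibition of replicates at least 50% and at least half of replicates each reaching 50%; inconclusive means half or more replicates reach 50% but mean below 50%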;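 further: 0% = complete ARNT plus TACC3 wells and 100% = ARNT alone without TACC3; many hits fall short of the cut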
DENV2 CPE rescue = inhibitors of DENV2 cytopathic effect; DENV2-infected cells, cytopathic effect rescue, plate reader; 350,000 tested, 1.7% active; CPE inhibition, % at 9.99 µM; in the data active means CPE inhibition above about 20%, passing the limit was not always enough; inconclusive means no clear call, values can overlap the other calls; tested in BHK-21 cells;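 further: 0% = median of neutral control wells and 100% = median of positive control wells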
F508del corr = CFTR F508del correction in bronchial cells; 350,000 tested, 0.36% active; activity (quench increase), % at 7.58 µM; CFBE cells, YFP halide quenching; stimulated with forskolin plus potentiator P3; % fluorescence drop versus neutral controls;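 active means mean added fluorescence quench of at least 8% versus neutral control, with both replicates also reaching 8%; inconclusive means only one of the mean or replicate conditions met; inactive means mean below 8% and not both replicates reaching 8%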;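 further: cells transiently co-express mutant CFTR-F508del with the halide-sensitive YFP; corrector assay measuring rescue of mutant channel to the surface after 24 h compound exposure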
EWS-Fli inh = blocks EWS/Fli oncoprotein-driven transcription; A673 NR0B1-luciferase reporter, viability-normalised; inhibition, % at 12.6 µM; 350,000 tested, 0.67% active;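 active means mean inhibition of at least 50% after viability correction, with every replicate also passing that limit; inconclusive means mean reaches 50% but only one of two replicates passes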;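 further: firefly luciferase signal divided by Alamar Blue viability fluorescence both relative to DMSO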
XiGFP reactiv = reactivates the inactive X chromosome in mouse fibroblasts. 360,000 tested, 0.055% active. activation, % at 7.58 µM. XiGFP mouse fibroblasts, % GFP-positive cells imaging, 3 d; cells co-treated with 5-aza-dC sensitizer; scaled so ellipticine positive control = 100%;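 active means mean normalized replicate activation at least 10% and every replicate at or above 10%; inconclusive means only one of the two criteria met; inactive means mean below 10% and not all replicates reach 10%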;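 further: 0% = median of on-plate neutral control wells and 100% = ellipticine 6 µM median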
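Material: XiGFP fibroblasts, SV40-immortalized; Buffer or medium: DMEM containing 5-aza-dC; Compound dosing: single point; Times: 3 days compound exposure.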
PAX8 reporter = lowers PAX8-driven luciferase in RMG-I cells | AID 652154 | inhibition, % at 12.6 µM | 360,000 tested, 1.2% active | RMG-I TPO-luciferase reporter, SteadyGlo, 24 h;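 active means mean replicate inhibition at least 60% with every replicate also reaching 60%; inconclusive means only one of the two criteria is met; inactive means mean below 60% and not all replicates reaching 60%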;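 further: luciferase light reporting Pax8 driven TPO promoter activity; plate controls were median of neutral control wells for no effect and mitoxantrone controls for full effect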
ERp5 block = blocks human ERp5 reductase activity on insulin. Q15084. ERp5 insulin aggregation, absorbance 650 nm, 90 min. inhibition, % at 9.99 µM. 350,000 tested, 0.05% active. AID 651711;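 active means mean replicate inhibition above about 25%, with every replicate also reaching it, limit read from the data, passing the limit was not always enough; inconclusive means only one of those two criteria met; inactive means neither criterion met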
Target sequence (Q15084 whole entry, looked up): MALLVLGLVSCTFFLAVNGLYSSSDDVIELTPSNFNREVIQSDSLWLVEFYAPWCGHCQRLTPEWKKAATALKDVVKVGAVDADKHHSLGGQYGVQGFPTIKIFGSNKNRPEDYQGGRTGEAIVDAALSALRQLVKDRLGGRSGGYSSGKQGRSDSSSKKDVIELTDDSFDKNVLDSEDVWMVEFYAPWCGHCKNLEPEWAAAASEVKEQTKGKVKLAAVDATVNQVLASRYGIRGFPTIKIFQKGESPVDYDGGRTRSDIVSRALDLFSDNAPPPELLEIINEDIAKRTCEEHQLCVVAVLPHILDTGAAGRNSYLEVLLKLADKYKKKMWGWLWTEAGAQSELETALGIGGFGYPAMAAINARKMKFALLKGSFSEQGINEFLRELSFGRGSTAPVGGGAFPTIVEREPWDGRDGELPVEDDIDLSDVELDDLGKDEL
* = called active by the depositor; ? = inconclusive; / = no result given; & = joins results of further samples. Rows were taken by chance, and some 4.2% of all compounds hit somewhere here.

canonical_smiles | GSIS activator | ARNT TACC3 PPI | DENV2 CPE rescue | F508del corr | EWS-Fli inh | XiGFP reactiv | PAX8 reporter | ERp5 block
CCC1CCCCN1CCCNC(=O)c1ccc(N2CCOCC2)c(NS(=O)(=O)c2ccc(OC)cc2)c1 (stereo not drawn) | 1 | 1 | -8 | -2.3 | 10 | 0.0 | -5 | 7
O=C1NC2(CCCCC2)C(=O)N1Cc1cccc(C(F)(F)F)c1 | 16 | 0 | 2 | -1.7 | 10 | 0.0 | 16 | -2
CO[C@H]1CN(C)C(=O)c2cc(NC(=O)c3nc4ccccc4s3)ccc2OC[C@@H](C)N(Cc2cccnc2)C[C@@H]1C | -24 | 1 | 7 | 0.9 | -5 | 0.0 | 42 | 1
Cc1snc(SCc2ccc(Cl)cc2)c1C#N | 9 | / | -2 | -2.1 | -19 | 0.0 | -24 | 0
COc1ccc(S(=O)(=O)Nc2ccc3c(c2)CC(=O)N([C@@H](C)CO)C[C@@H](C)[C@H](CN(C)S(=O)(=O)c2ccccc2)O3)cc1 | 4 | 7 | 2 | 0.1 | 4 | 0.2 | 4 | /
NC(=O)c1ccc(-c2nnn(CC(=O)N(C3CCCCC3)C3CCS(=O)(=O)C3)n2)cc1 (stereo not drawn) | 12 | -2 | -9 | 0.2 | 2 | -0.1 | -9 | 3
Cc1cc(=O)oc2c(C)c(OC(C)C(=O)NCCN3CCOCC3)ccc12 (stereo not drawn) | 30 | -2 | -5 | -3.2 | / | 0.0 | -13 | 2
O=C(COC(=O)CNC(=O)C12CC3CC(CC(C3)C1)C2)NC1CCS(=O)(=O)C1 (stereo not drawn) | -1 | 1 | 2 | -0.3 | -9 | 0.1 | -4 | -4

Two compounds drawn at random from the list so far:
canonical_smiles | GSIS activator | ARNT TACC3 PPI | DENV2 CPE rescue | F508del corr | EWS-Fli inh | XiGFP reactiv | PAX8 reporter | ERp5 block
Cc1snc(SCc2ccc(Cl)cc2)c1C#N | 9 | / | -2 | -2.1 | -19 | 0.0 | -24 | 0
CO[C@H]1CN(C)C(=O)c2cc(NC(=O)c3nc4ccccc4s3)ccc2OC[C@@H](C)N(Cc2cccnc2)C[C@@H]1C | -24 | 1 | 7 | 0.9 | -5 | 0.0 | 42 | 1

Remaining list, next part.
canonical_smiles | GSIS activator | ARNT TACC3 PPI | DENV2 CPE rescue | F508del corr | EWS-Fli inh | XiGFP reactiv | PAX8 reporter | ERp5 block
CC1CCN(Cc2c(C(=O)N/N=C/c3cc(Cl)ccc3O)nnn2-c2nonc2N)CC1 | 9 | / | -1 | 2.1 | 19 | -0.1 | 5 | 6
C[C@@H]1CN([C@@H](C)CO)C(=O)c2cc(NC(=O)C3CCCCC3)ccc2O[C@@H](C)CCCCO[C@@H]1CN(C)S(=O)(=O)c1ccccc1 | -5 | -1 | -6 | 0.2 | 0 | 0.1 | -18 | 2
CC(C)OC(=O)/C(C#N)=C/c1ccc(-c2ccc(SC(F)F)cc2)o1 | 63 | -5 | / | / | / | -0.1 | 10 | /
CN(C)S(=O)(=O)c1ccc(C(=O)OCC(=O)Nc2ccc(OC(F)F)cc2)cc1 | 12 | -5 | 1 | 0.6 | 3 | 0.0 | -17 | -1
O=C(c1ccc([N+](=O)[O-])cc1)N(Cc1ccccc1)c1ccccn1 | 13 | -4 | -5 | 3.0 | 3 | 0.4 | -1 | -1
Cc1noc(C)c1NC(=O)N(C)C[C@@H]1Oc2ncc(Br)cc2C(=O)N([C@H](C)CO)C[C@@H]1C | 2&30 | -3 | 5&-9 | -3.3&1.4 | -2&-7 | 0.1&0.0 | 6 | 1&0
O=C(C1CCN(S(=O)(=O)c2cccc3cccnc23)CC1)N1CCN(C2CCCC2)CC1 | 4 | 0 | -6 | -2.0 | 1 | 0.2 | 3 | 0
C[C@H](CO)N1C[C@H](C)[C@@H](CN(C)Cc2ccc3c(c2)OCO3)Oc2ccc(NC(=O)Cc3ccccc3)cc2CC1=O | -17 | 5 | -7 | -1.0 | 2 | 0.0 | 21 | -4
Cc1cc(C(C2C(=O)CC(C)(C)CC2=O)C2C(=O)CC(C)(C)CC2=O)cc(C)c1OC(F)F | -17 | -41 | -6 | 1.0 | -2 | 0.3 | 12 | 1
C[C@@H]1CN([C@@H](C)CO)C(=O)Cc2cc(NC(=O)Cn3cnnn3)ccc2O[C@H]1CN(C)S(=O)(=O)c1ccc(Cl)cc1 | 3 | -6 | 2 | 0.0 | 0 | 0.2 | -34 | 3
CCOC(=O)NC1(C(F)(F)F)NC(=O)N(Cc2ccco2)C1=O (stereo not drawn) | -3 | 4 | 7 | 0.2 | 1 | / | / | -2
CCCS(=O)(=O)NC(=O)C1(C)CCN(C(=O)c2cc(F)ccc2C)C1 (stereo not drawn) | -6 | / | 1 | 3.3 | 2 | 0.1 | 6 | 2
CN(c1ccc(C(=O)NCCCn2ccnc2)cc1)S(C)(=O)=O | / | -5 | 2 | / | 12 | 0.1 | 9 | -1
COC(=O)[C@]12C[C@H](CC(=O)NCc3ccccc3)C(=O)N(Cc3ccc4c(c3)OCO4)C1=C[C@H](COCc1ccccc1)O[C@@H]2C | -34 | / | 0 | 1.8 | -7 | 0.4 | -4 | 6
CC(C)CC#Cc1ccc2c(c1)O[C@@H](CN(C)C(=O)Cc1ccccc1)[C@H](C)CN([C@@H](C)CO)S2(=O)=O | 26 | -18 | -14 | 1.2 | 27 | -0.1 | / | -1
COc1ccc(OC2C(=O)N(Cc3ccc4c(c3)OCO4)C2c2sccc2C)cc1 (stereo not drawn) | -43 | 1 | -2 | -0.2 | -2 | / | / | 0
C[C@@H]1CN([C@H](C)CO)S(=O)(=O)c2ccc(C#Cc3ccccn3)cc2O[C@@H]1CN(C)C(=O)C1CC1 | -2 | 51* | -1 | -4.3 | 4 | -0.2 | / | 8
NC(=O)c1sc2nc(-c3cccs3)ccc2c1N | 2 | 12 | 0 | -0.8 | -58 | 0.0 | -155 | 1
COCCNC(=O)CC(=O)N/N=C/c1cccc(C(=O)OC)c1 | 0 | -3 | -5 | -0.7 | 7 | 0.2 | 4 | 1
Cc1ccc(-c2ccc3c(c2)O[C@@H](CN(C)C(=O)NC(C)C)[C@@H](C)CN([C@H](C)CO)S3(=O)=O)cc1 | 4 | 2 | 2 | -2.1 | 2 | -0.1 | 11 | -6
CCOc1ccccc1N1CC(C(=O)Nc2ccccc2CC)CC1=O (stereo not drawn) | -13 | 1 | 12 | 1.7 | -6 | 0.0 | -5 | 1
Nc1ccc2nc(-c3cccc(-c4nc5ccc(N)cc5[nH]4)c3)[nH]c2c1 | 5 | -33 | -4 | -1.6 | 0 | 0.0 | -4 | -1
CC1(C)CC[C@]2(C(=O)n3ccnc3)CC[C@]3(C)[C@H](C(=O)C=C4[C@@]5(C)C=C(C#N)C(=O)C(C)(C)[C@@H]5CC[C@]43C)[C@@H]2C1 | -26 | -1 | -6 | -31 | 76* | 0.0 | 39 | -5
Cc1ccc(NS(=O)(=O)c2ccc(Cl)c(C(=O)O)c2)cc1S(=O)(=O)N1CCOCC1 | 1 | 2 | 9 | / | 6 | 0.3 | 20 | -1
COc1cc(OC)cc(-c2c(-c3cccs3)c3cc(-c4ccc(OC)nc4)ccc3n2C)c1 | 17 | -13 | ? | 3.2 | -4 | -0.4 | 5 | -1
COC(=O)NNC(=O)COc1ccc(Cl)cc1 | 3 | -9 | 4 | -1.2 | 0 | / | / | 4
CC(C(=O)NCC1(c2ccccc2)CCCC1)N1CCCC1 (stereo not drawn) | 5 | -12 | -3 | 0.1 | 11 | / | / | 6
CC(C)c1nnc(NC(=O)c2cc3ccccc3o2)s1 | 6 | -4 | 10 | 2.4 | -85 | 0.1 | -213 | 0
COCCNC(=O)C[C@@H]1CC[C@H](NC(=O)NC2CCCC2)[C@@H](CO)O1 | 14 | -8 | 22* | -1.3 | -2 | 0.3 | 4 | -12
C[C@H](CO)N1C[C@H](C)[C@@H](CN(C)S(=O)(=O)c2ccc(F)cc2)Oc2ccc(NS(=O)(=O)c3cccs3)cc2C1=O | 6 | -11&-1 | 9&-2 | 0.1&1.2 | 0&9 | -0.1&0.2 | -3 | -3&-2
CN(CC(=O)Nc1ccc(Cl)c(C(F)(F)F)c1)C(=O)c1cc(=O)[nH]c2ccccc12 | -24 | 8 | 0 | -1.8 | 7 | 0.0 | 18 | 14
CC1(C(=O)NS(=O)(=O)c2cccc(Cl)c2)CCN1C(=O)Cc1ccc(-c2ccccc2)cc1 (stereo not drawn) | -5 | / | -6 | -2.3 | -4 | 0.2 | 5 | 0

New compounds follow:
Below each compound – GSIS activator	ARNT TACC3 PPI	DENV2 CPE rescue	F508del corr	EWS-Fli inh	XiGFP reactiv	PAX8 reporter	ERp5 block
Cc1cc(C)cc(OCC(=O)Nc2ccc3c(c2)OCO3)c1
→ -1	2	-2	/	-14	0.0	-14	4
CC1CCN(c2ccccc2NC(=O)c2ccc(N3CCOCC3)c([N+](=O)[O-])c2)CC1
→ -5	0	-9	0.6	3	/	/	-1
COCC(=O)Nc1ccc2c(c1)[C@H]1C[C@@H](CC(=O)NCc3ccc4c(c3)OCO4)O[C@H](CO)[C@H]1O2
→ 1	10	0	-1.4	4	0.0	-11	0
O=C(c1ccc(Cl)cc1)c1c[nH]c(C(=O)NNc2cccc(Cl)n2)c1
→ -9	13	/	-0.2	3	0.2	-17	23
O=C(CCc1ccc(Oc2cc([N+](=O)[O-])cc([N+](=O)[O-])c2)cc1)Nc1cccc(Cl)c1
→ -36	2	/	/	/	-0.1	20	/
O=C1c2oc3ccccc3c(=O)c2C(c2ccc(O)cc2)N1c1nccs1 (stereo not drawn)
→ 5	5	3	1.8	-7	0.3	-9	0
COc1ccccc1NC(=O)N[C@H]1CC[C@H](CCNS(=O)(=O)c2ccccc2)O[C@@H]1CO
→ -1	/	2	-0.1	-6	-0.7	-2	-10
O=C(C[C@@H]1CC[C@H]2[C@@H](COC[C@H](O)CN2Cc2ccc(F)cc2)O1)NCc1ccncn1
→ 5	1	12	1.3	0	0.0	-16	-5
COc1ccc(NC(=O)c2c(NC(=O)CCC(=O)O)sc(-c3ccccc3)c2C)cc1
→ 5	2	9	/	8	0.2	2	-1
CCC(=O)N(C)C[C@@H]1Oc2ncc(-c3ccc(C(=O)N(C)C)cc3)cc2C(=O)N([C@H](C)CO)C[C@H]1C
→ 11	-12	-7	2.0	-8	-0.6	/	-1
CCOc1ccccc1N1CC(C(=O)Nc2cc(S(=O)(=O)N3CCOCC3)ccc2OC(C)C)CC1=O (stereo not drawn)
→ -1	-1	-7	-1.8	6	0.1	7	4
COCC#Cc1cnc2c(c1)C(=O)N([C@@H](C)CO)C[C@@H](C)[C@H](CN(C)C(=O)Nc1c(C)noc1C)O2
→ -2	1	-8	0.6	0	-0.4	/	3
COc1ccc(CN2CCN(C(=O)c3cccc4ccccc34)CC2)cc1OC
→ 20	2	-12	2.2	0	0.1	-4	-5
Cc1ccc([C@@H]2CC=C(C(=O)O)[C@H](c3ccccc3)N2S(=O)(=O)c2ccc(C)cc2)cc1
→ -3	0	?	0.1	0	-0.1	-2	-2
C[C@@H]1CN([C@@H](C)CO)C(=O)c2ccccc2-c2ccccc2CO[C@H]1CN(C)C(=O)Nc1cccc(Cl)c1Cl
→ -5	/	7	-0.8	-6	0.5	-7	/
C[C@@H]1CCCCO[C@H](CN(C)Cc2ccc(C(F)(F)F)cc2)[C@@H](C)CN([C@H](C)CO)C(=O)c2cc(N(C)C)ccc2O1
→ 1	6	-12	3.5	-7	-0.8	0	2

High-throughput results: PubChem, Broad Institute
